Screening results: PubChem, Southern Research Specialized Biocontainment Screening Center
Dengue inhibitors = antivirals protecting cells from dengue CPE – CPE readout, HTS (AID 540333) | CPE inhibition, % at 20 µM | 3.1% of 10,000 active | Dengue virus CPE inhibition in host cells; active compounds read high; in the data active = CPE inhibition mostly above about 9.1%, no sharp cut-off; inactive = mostly below about 7.2%
The depositor's hits bear a star; i = inactive. These rows are one share of the data; rates above refer to the full screens.

molecule,Dengue inhibitors
NS(=O)(=O)c1ccc(CCNC(=S)Nc2ccc(S(N)(=O)=O)cc2)cc1,0.9
Cc1cccc(-c2ccc3ncnc(NCc4cccnc4)c3c2)c1,i
C=CCC(NCc1ccccc1)c1ccc(Cl)cc1 (configuration not stated),0.9
CCCCNC(=O)/C(C#N)=C/c1ccc2c(c1)OCCO2,i
O=c1c2ccccc2cnn1Cc1n[nH]c(=S)n1-c1ccc(Cl)cc1,0.5
CCc1nnc(NS(=O)(=O)c2ccc(N/C=C\C(=O)c3cccc4ccccc34)cc2)s1,i
COc1cc(/C=C/C(=O)OCC(=O)N2CCN(S(=O)(=O)c3ccc(C)cc3C)CC2)ccc1O,i
Cc1cc(N2CCOCC2)nc(-c2ccc(Br)cc2)n1,0.7
COc1ccc(CCNC(=O)c2ccc(CNS(=O)(=O)c3cccc(Cl)c3)cc2)cc1OC,i
CC(C)Cc1nnc(NC(=O)CCC(=O)N2CCN(S(=O)(=O)c3ccccc3)CC2)s1,i
O=C1C=C(c2ccc3c(c2)OCO3)C[C@@H](c2ccc(F)cc2)C1,1.9
COCCNC(=O)/C(C#N)=C/c1cccc(NC(=O)c2ccccc2Cl)c1,1.7
O=C(C[n+]1cc(-c2ccc(Cl)c(Cl)c2)n2c1CCC2)N1c2ccccc2Sc2ccccc21,15*
O=C(NCCN1C(=O)S/C(=C\c2ccc(Cl)c(Cl)c2)C1=O)c1cnccn1,0.0
CC(C)(C)[C@H]1C=C(C(=O)O)O[C@@H](OCc2ccc(CO)cc2)C1,i
CCCc1nnc(-c2ccc(OC)cc2)o1,i
Cc1c(CN(C)C(=O)c2nn(C)cc2[N+](=O)[O-])cnn1C,i
COc1ccc(/C=N/Nc2cc(=O)n(C)c(=O)n2C)cc1OC,i
Cc1cccc(Nc2ncnc3onc(-c4cccc(Cl)c4)c23)c1C,2.0
CCN(C(=O)COC(=O)c1cccnc1Nc1ccccc1F)C1CCS(=O)(=O)C1 (configuration not stated),0.9
COc1ccc(-c2nc3ccccn3c2/N=C/c2ccc(OC)c(OC)c2)cc1O,0.3
COc1ccc(Cl)cc1NC(=O)CNc1ccc(F)cc1C,0.2
COC(=O)CCCCCCCCCCN1CCCCC1,0.4
O=C(O)c1ccccc1C(=O)OCCc1cc2ccccc2c(=O)o1,i
O=C(Nc1cc(S(=O)(=O)N2CCCCC2)ccc1O)c1ccccc1NS(=O)(=O)c1ccc(F)cc1,4.2
Cc1ccc(S(=O)(=O)N(C)C)cc1-n1c(SCC(=O)Nc2ccc(F)cc2Cl)nc2ccccc2c1=O,0.3
OC(C#CCN1CCCC1)(c1ccccc1)c1cccc(F)c1 (configuration not stated),0.3
CCC(C)NS(=O)(=O)c1ccc(S(=O)(=O)N(CCc2ccc(OC)c(OC)c2)Cc2cccs2)cc1 (configuration not stated),2.1
Cc1cc(C(=O)NC(=S)Nc2cccc(NC(=O)C(C)C)c2)ccc1[N+](=O)[O-],i
COc1ccc2ncc(OC(C)=O)cc2c1,i

By substructure: those above containing two or more sulfur atoms
molecule,Dengue inhibitors
NS(=O)(=O)c1ccc(CCNC(=S)Nc2ccc(S(N)(=O)=O)cc2)cc1,0.9
CCc1nnc(NS(=O)(=O)c2ccc(N/C=C\C(=O)c3cccc4ccccc34)cc2)s1,i
CC(C)Cc1nnc(NC(=O)CCC(=O)N2CCN(S(=O)(=O)c3ccccc3)CC2)s1,i
O=C(Nc1cc(S(=O)(=O)N2CCCCC2)ccc1O)c1ccccc1NS(=O)(=O)c1ccc(F)cc1,4.2
Cc1ccc(S(=O)(=O)N(C)C)cc1-n1c(SCC(=O)Nc2ccc(F)cc2Cl)nc2ccccc2c1=O,0.3
CCC(C)NS(=O)(=O)c1ccc(S(=O)(=O)N(CCc2ccc(OC)c(OC)c2)Cc2cccs2)cc1 (configuration not stated),2.1

Further results follow.
molecule,Dengue inhibitors
CCc1cccc(C)c1NC(=S)NCC(c1cccnc1)N1CCOCC1 (configuration not stated),0.5
Cc1ccc(-c2c(C)n([O-])c3c([n+]2=O)CCCCC3)cc1,0.2
CCC(CC)c1nc(C#N)c(NCc2ccccc2)o1,0.3
C/C(=N\NC(=O)CN1CCN(S(=O)(=O)c2ccc(C)cc2)CC1)c1cccnc1,i
O=C(CSc1ccc(Cl)cc1)Nc1cccc(-c2nnc(-c3ccco3)o2)c1,0.9
CC(C)NC(=S)NC(=O)c1ccc(Cl)cc1Cl,i
Cc1ccc(NC(=O)c2ccc(NCCN)c([N+](=O)[O-])c2)cc1,4.0
Cc1ccc(NC(=S)N(Cc2cccs2)Cc2cc3cccc(C)c3[nH]c2=O)cc1,3.5
CCOC(=O)c1ccccc1N1C(=O)C2Sc3[nH]c(=O)sc3C(/C=C/c3ccccc3)C2C1=O (configuration not stated),0.9
COc1ccc(N=C(NN)c2ccc3ccccc3n2)cc1,i

In the list so far, three have an NH in an aromatic ring:
molecule,Dengue inhibitors
O=c1c2ccccc2cnn1Cc1n[nH]c(=S)n1-c1ccc(Cl)cc1,0.5
Cc1ccc(NC(=S)N(Cc2cccs2)Cc2cc3cccc(C)c3[nH]c2=O)cc1,3.5
CCOC(=O)c1ccccc1N1C(=O)C2Sc3[nH]c(=O)sc3C(/C=C/c3ccccc3)C2C1=O (configuration not stated),0.9

New compounds follow.
molecule,Dengue inhibitors
COc1ccc2cc(/C=C3\SC(=S)NC3=O)c(N3CCOCC3)nc2c1,1.2
COCc1ccc(-c2c(-c3ccsc3)sc3ccccc23)cc1,1.4
CCn1cc(C(=O)O)c(=O)c2cc(F)c(N3CCN(S(=O)(=O)c4ccc(NC(C)=O)cc4)CC3)cc21,0.8
CC(C)C(=O)NC(=S)Nc1ccc(S(=O)(=O)N2CCN(C)CC2)cc1,0.3
Fc1ccc(-c2nc3ccccc3c3nc4ccccc4n23)cc1,2.7
O=C(N/N=C\c1cccc([N+](=O)[O-])c1O)C1COc2ccccc2O1 (configuration not stated),i
CNC[C@H]1Oc2ccc(NC(=O)Nc3ccccc3)cc2CC(=O)N([C@H](C)CO)C[C@H]1C,0.2
Cc1sc2nc(CSCC(=O)N(C)c3ccccc3)[nH]c(=O)c2c1C,i
COc1ccc(N2C(=O)[C@@H]3[C@H](C2=O)[C@H]2c4ccccc4C=CN2[C@@H]3C(C)=O)cc1,i
Nc1nn(S(=O)(=O)c2ccccc2)cc1-c1ccc([N+](=O)[O-])cc1,3.7

Part of the list above, set out differently.
> CNC[C@H]1Oc2ccc(NC(=O)Nc3ccccc3)cc2CC(=O)N([C@H](C)CO)C[C@H]1C
  Dengue inhibitors: 0.2
> Cc1sc2nc(CSCC(=O)N(C)c3ccccc3)[nH]c(=O)c2c1C
  Dengue inhibitors: i

Next part.
structure	Dengue inhibitors
COc1cc(/C=C/C(=O)NCc2ccccn2)cc(OC)c1OC	i
COc1ccc(C(=NNc2ccccc2C(=O)O)c2ccc(OC)cc2)cc1	0.1
O=C(NC1CCCc2ccccc21)c1cccc(Br)c1 (configuration not stated)	1.0
Cc1cccc(C2NC(c3cccc(C)c3)C([N+](=O)[O-])C(C)(C)C2[N+](=O)[O-])c1 (configuration not stated)	8.8
O=C(COC(=O)C1CC(O)CN1S(=O)(=O)c1ccc(Cl)cc1)c1ccccc1 (configuration not stated)	i
C/C(CC(=O)Nc1ccc(F)cc1)=N\NC(=O)COc1ccccc1	i
COc1ccc(C)cc1S(=O)(=O)N(CC(=O)Nc1cccc([N+](=O)[O-])c1)c1ccccc1	0.5
CC(=O)C(/C=N/c1cc(-c2ccc(C)cc2)nn1-c1ccccc1)=C(\C)O	i
COc1ccc(C(=O)C[n+]2ccccc2C)cc1	i
COC(=O)c1c(NC(C)=O)sc2c1CCCCC2	0.3
Cc1cc(C)n(CC2CC(=O)N(c3ccc(C)c(Cl)c3)C2=O)n1 (configuration not stated)	1.3
O=C(c1cccc(F)c1)N1CCN(c2ccc([N+](=O)[O-])c(N3CCOCC3)c2)CC1	i
Cc1ccc(S(=O)(=O)N2CCCCCC2)cc1[N+](=O)[O-]	i
O=C(N/N=C\CCc1ccccc1)c1ccco1	0.2
Cc1ccc(CCNC(=O)CCSCc2ccc(Cl)cc2)cc1	i
CC1CC(C)CN(c2cc3c(cc2[N+](=O)[O-])C(=O)N(c2ccccc2)C3=O)C1 (configuration not stated)	0.1
O=S(=O)(c1cccc(C(F)(F)F)c1)N1CCN(C(=S)NC2CC2)CC1	0.4
Cc1c(C(=O)Nc2nc3ccccc3[nH]2)cccc1[N+](=O)[O-]	0.3
CCCCCc1nnc(NS(C)(=O)=O)s1	i
O=C(CSc1nc2ccccc2[nH]1)Nc1ccc2c(c1)CCC2	2.1
Nc1ccc2ncccc2c1N	i
C=CCOC(=O)C1=C[C@H](C(C)(C)C)[C@@H](CCCO)[C@H](OCC)O1	0.4
CC1=NN(C(=O)c2ccc(Cn3nc(C)c([N+](=O)[O-])c3C)o2)C(O)(C(F)(F)F)C1 (configuration not stated)	i
CCc1ccccc1NC(=S)N1CCN(c2ccccn2)CC1	0.4
Cc1c(NC(=O)CCCCCN2C(=O)c3ccccc3C2=O)c(=O)n(-c2ccccc2)n1C	i
O=C(O)C1C2C=CC(C2)C1C(=O)NCCCc1ccccc1 (configuration not stated)	0.5
Cc1ccc(C(=O)OC(C(=O)Nc2ccc(Cl)cc2C(F)(F)F)c2ccccc2)cc1 (configuration not stated)	7.3
CC1c2c([nH]c3ccccc23)CCC1C(=O)O (configuration not stated)	0.1
COc1ccc(CNC(=S)Nc2cc(OC)ccc2OC)cc1	i
COc1cc2c(cc1OC)CN(C(=S)Nc1ccc(C)cc1C)CC2	i
Cc1cccc(CSCCNC(=O)c2ccc(CN3CCOCC3)cc2)c1	i
COc1ccc(CNC(=O)CSc2nc3ccc(N)cc3s2)cc1	i
Cn1c(O)c(N=NC(=O)Cn2ccc(C(F)(F)F)n2)c2ccccc21	0.1
CCOC(=O)C1=C(C(F)(F)F)Nc2ncnn2C1c1ccc(OC)c(OC)c1OC (configuration not stated)	i
CCN(CC)S(=O)(=O)c1ccc(N2CCOCC2)c(NC(=O)C2CCCC2)c1	0.1
O=C(Cn1cc(C(F)(F)F)ccc1=O)NC(c1ccccc1)c1ccccc1	0.3
CCOC(=O)c1ccc(NS(=O)(=O)c2c(N)[nH]c(=O)[nH]c2=O)cc1	0.1
O=C(/C=C/c1cccc([N+](=O)[O-])c1)Nc1ccccc1N1CCOCC1	i
O=C(/C=C\c1cccs1)c1c(O)ccc2ccc(=O)oc12	9.6
O=C(/C=C/c1ccco1)NC(=S)Nc1nc(-c2ccc(Cl)cc2)cs1	1.6
Cc1csc(NC(=O)/C=C/c2ccc(C)o2)n1	0.5
CC(=O)NS(=O)(=O)c1ccc(NC(=O)c2ccc3c(c2)C(=O)N(CCC(C)C)C3=O)cc1	1.3
CCOc1cc(/C=C/c2nc3ccccc3s2)ccc1OCC(=O)N1CCOCC1	0.4
Cc1ccc2nc(N3CC(=O)Nc4ccccc43)nc(-c3ccccc3)c2c1	1.6
CCOC(=O)c1c(NC(=S)Nc2ccc(OC)cc2)sc2c1CCC2	i
Cc1ccc(C2CC(=O)C=C(NCC(C)C)C2)cc1 (configuration not stated)	i
CCOc1cc(/C=C2\SC(=O)N=C2N)ccc1O	i
CC(C)NC(=O)NC(=O)COC(=O)c1ccc(OC(F)(F)F)cc1	i
O=C(COC(=O)c1cccc(N2C(=O)c3ccccc3C2=O)c1)Nc1ccccc1	i
COc1ccc(/C=C2/C(=O)N(Cc3ccccc3)N=C2C)cc1	i
Nc1c(-c2ccccc2)c(CN2CCOCC2)nn1-c1ccc(C(=O)O)cc1	i
O=C(CSc1ccc2ccccc2c1)Nc1ncccn1	i
Cc1ccc(C)c(S(=O)(=O)N2CCN(CC(=O)Nc3sccc3C#N)CC2)c1	i
COc1ccc(CCNC(=O)CSc2nnc(-c3ccccc3)c3ccccc23)cc1OC	0.3
Nc1c(C(=O)c2ccc(Br)cc2)oc2ccccc12	2.1
CCNC(=O)c1cc(Cl)ccc1OC	0.8
COc1ccc(NC(=O)CCCC2CCCCC2)cc1S(=O)(=O)N1CCCCC1	0.4
C#CCOCCOCCOCCNc1nc(N2CCN(C(=O)[C@H](Cc3cc4ccccc4[nH]3)n3cc([C@@H](N)Cc4ccc(O)cc4)nn3)CC2)nc(N2CCN(C(=O)[C@H](Cc3cc4ccccc4[nH]3)n3cc([C@@H](N)CC(C)C)nn3)CC2)n1	i
Cn1cc(Cl)c(-c2n[nH]c(=S)n2-c2ccc(F)cc2)n1	i
COc1cc(SC)ccc1C(=O)Nc1ccc(C)cc1C	0.3

Continuation.
structure	Dengue inhibitors
CSc1nc(-c2ccc(Cl)cc2Cl)[nH]c(=O)c1C#N	0.1
COC(=O)CNC(c1ccccc1)c1cc(C)ccc1NC(=O)c1cccc(Cl)c1 (configuration not stated)	3.5
Cc1ccc(-n2[nH]c3c4c(ccc3c2=O)C(=O)c2ccccc2C4=O)cc1	17*
COc1ccc(/C=N/Nc2nnc(-c3ccccc3)c(=O)[nH]2)cc1	9.3
CN(/N=C/c1cccnc1)C1=NS(=O)(=O)c2ccccc21	0.2
O=C(OC(C(=O)Nc1ccc(Cl)cc1C(F)(F)F)c1ccccc1)c1c(Cl)cccc1Cl (configuration not stated)	22*
O=C(CN1CCN(C(=S)NC2CCCC2)CC1)Nc1ccc(Oc2ccccc2)cc1	12*
COc1cccc(N=CC2=C(O)CC(C)(C)CC2=O)c1	i
Cc1ccc(-c2cc(C(=O)N/N=C/c3ccco3)n[nH]2)s1	i
CCOP(=O)(c1ccccc1)C(O)c1ccccc1 (configuration not stated)	0.6
Cc1c(C(=O)C(=O)N2CCCc3ccccc32)c2ccccc2n1C	0.2
CCOc1cc(CNCc2ccncc2)cc(Cl)c1OC	i
Cc1nn(-c2ccccc2Cl)c(Cl)c1/C=N/Nc1cccc(C(=O)O)c1	0.7
COc1ccc(CCNC(=O)CSCc2ccc(F)cc2)cc1OC	0.0
NS(=O)(=O)c1ccc(NC(=O)COC(=O)c2cn(-c3ccccc3)nc2-c2ccc(F)cc2)cc1	2.1
O=C(c1cnn(C(=O)c2ccccc2)c1)c1ccccc1O	2.5
COc1cc(CNC(C)(C)CO)cc(Br)c1OCc1ccc(Cl)cc1Cl	i
Cc1ccc(CNC(=O)CN(c2cccc([N+](=O)[O-])c2)S(=O)(=O)c2ccccc2)cc1	i
